GSK3B inh = blocks human GSK3beta kinase activity. hit rate 0.038% among 300,000. P49841. activity score (negative = inhibition), % at 10 µM. GST-GSK3beta kinase, ADP-Glo luminescence, 60 min; hits give low values;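 active means more than half of replicate wells score below -50%, meaning over 50% inhibition versus plate controls; inconclusive means some replicates but at most half score below -50%; inactive means no replicate scores below -50%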;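 further: 0% = median DMSO wells and -100% = median GW8510 positive control wells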
Target sequence (P49841 whole entry, looked up): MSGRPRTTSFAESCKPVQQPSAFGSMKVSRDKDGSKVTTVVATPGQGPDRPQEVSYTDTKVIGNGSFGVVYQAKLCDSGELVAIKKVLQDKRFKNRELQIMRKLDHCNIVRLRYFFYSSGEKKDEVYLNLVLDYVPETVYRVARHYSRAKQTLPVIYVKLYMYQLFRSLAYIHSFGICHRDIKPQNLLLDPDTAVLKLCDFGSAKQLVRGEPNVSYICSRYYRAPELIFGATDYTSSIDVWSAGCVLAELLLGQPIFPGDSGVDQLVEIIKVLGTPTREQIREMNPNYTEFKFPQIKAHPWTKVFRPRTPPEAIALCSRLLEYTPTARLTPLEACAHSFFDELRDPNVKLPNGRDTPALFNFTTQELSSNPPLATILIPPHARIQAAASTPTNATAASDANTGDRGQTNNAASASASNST
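Test system: GST-fused GSK3beta enzyme, cell-free | Quantity: 1.6 ng GST-GSK3beta enzyme per well | Reagent: 25 µM ATP with peptide substrate | Schedule: 60 min enzyme reaction, room temperature | Signal: Luminescent ADP-Glo measurement of ADP formed | Read-out basis: Score relative to plate controls | Control set: DMSO and 20 µM GW8510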
AI-2 QS modul = Vibrio harveyi AI-2 quorum sensing modulation; hit rate 0.4% among 300,000; activity change, % at 7.5 µM; Vibrio harveyi JMH597 AI-2 luminescence/OD600 ratio, 9 h; hits give low values; strain lacks LuxN and CqsS sensors; 0 = neutral-control median; in the data active means activity change below about -75%, passing the limit was not always enough; inconclusive means no clear call, values can overlap the other calls;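 further: luminescence divided by OD600 gain over 9 h not by final OD600 alone; inactives centre near 13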
HSF1 activator = increases HSF-1 driven luciferase reporter signal | NIH3T3-HGL HSF-1 luciferase reporter, MG132, 8 h; 100% = twice DMSO control signal | hit rate 1.7% among 300,000 | activation, % at 9 µM;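 active means mean replicate activation of at least 50% with a set share of replicates each reaching 50%; inconclusive means only one of those two conditions met; inactive means mean below 50% and too few replicates reaching it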;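 further: 0% = median of the neutral control wells and 100% = twice that signal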
GSK3 alpha inh = human GSK-3 alpha kinase inhibition; P49840; ADP-Glo luminescence, 60 min; inhibition, % at 10 µM; hit rate 0.1% among 320,000; AID 2650;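 in the data active means inhibition above about 50%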;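 further: GST-tagged GSK-3 alpha with peptide substrate and 25 µM ATP; 0% = DMSO neutral wells and 100% = GW8510 positive control wells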
Target sequence (P49840 whole entry, looked up): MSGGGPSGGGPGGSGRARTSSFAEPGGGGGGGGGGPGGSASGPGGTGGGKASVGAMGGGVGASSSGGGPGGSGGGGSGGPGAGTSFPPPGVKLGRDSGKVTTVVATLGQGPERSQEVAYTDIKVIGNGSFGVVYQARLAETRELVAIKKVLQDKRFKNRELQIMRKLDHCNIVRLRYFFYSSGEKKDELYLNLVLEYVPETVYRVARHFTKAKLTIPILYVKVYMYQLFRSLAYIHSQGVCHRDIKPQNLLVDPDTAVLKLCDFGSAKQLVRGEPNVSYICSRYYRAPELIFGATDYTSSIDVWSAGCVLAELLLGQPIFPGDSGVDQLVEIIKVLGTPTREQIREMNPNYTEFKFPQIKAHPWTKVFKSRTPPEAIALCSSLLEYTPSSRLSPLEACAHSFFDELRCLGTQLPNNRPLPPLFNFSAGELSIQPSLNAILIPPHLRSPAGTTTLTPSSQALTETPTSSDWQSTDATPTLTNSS
HSF1 inh = HSF1 inhibition | hit rate 0.77% among 300,000 | NIH3T3-HGL HSE-luciferase, MG132-induced, luminescence 8 h; hits give low values | activity change, negative = inhibition, % at 7.5 µM (by protocol) | AID 2098;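 active means more than half of replicate wells show activity change below -50%, luminescence cut by over half; inconclusive means some wells, but at most half, below -50%; inactive means no replicate well below -50%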;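 further: luciferase reports HSF-1 transcriptional activity via heat shock element; 0% = median of DMSO wells and -100% = zero luminescence signal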
HSP90 inh = HSP90 refolding inhibition in rabbit reticulocyte lysate; luciferase refolding luminescence, 3 h; inhibition, % at 5.6 µM; hit rate 0.91% among 290,000; AID 1789;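 active means inhibition above the screen-wide mean plus 3 SD, computed separately per campaign, cut at about 16% in these data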;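 further: 0% = DMSO wells and 100% = 60 µM geldanamycin wells; inhibitors lower the luminescence because luciferase stays unfolded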
Dyrk1A ADPGlo = inhibitors of rat Dyrk1A kinase. AID 504441. Q63470. inhibition, % at 12.5 µM. hit rate 0.43% among 310,000. ADP-Glo luminescence, NFATc1 peptide; in the data active means inhibition above about 50%;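 further: plate controls were vehicle with enzyme for no effect and no enzyme for full effect; many of its hits are not listed in these tables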
PolyA inh = yeast polyadenylation inhibition; S. cerevisiae SKY197-pL101 polyadenylation reporter, beta-gal luminescence; efflux-impaired pdr1/pdr3 knockout yeast; score 100 = 6 SD above DMSO; hit rate 0.02% among 300,000; AID 1875; calls only at 12 µM;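 active means lowest replicate activity score at least 50, where 100 means six control SD above control mean; inconclusive means lowest score under 50 but half or more replicates reach 50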;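 further: yeast exposed to compound for 9 h at 30 °C; higher score means more reporter readthrough which indicates perturbed polyadenylation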
Platelet DG rel = platelet dense granule release activity | hit rate 0.22% among 300,000 | AID 1663 | inhibition, %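 (compounds screened at 7.5 µM in platelet-rich plasma)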 | human platelet-rich plasma, SFLLRN dense granule ATP release, luminescence;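 active means mean replicate score, as percent of positive control, at or above 50; inconclusive means mean below 50 but at least one replicate at or above 50; inactive means mean and every replicate below 50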
HDAC3 inh = inhibitors of human histone deacetylase 3; O15379; recombinant HDAC3, fluorogenic peptide/trypsin coupled, fluorescence; inhibition, % at 8.3 µM; hit rate 0.15% among 320,000; in the data active means inhibition above about 26%, passing the limit was not always enough; inconclusive means no clear call, values can overlap the other calls
Active calls of the source: *; i = inactive; ? = inconclusive; · = not tested or not shown.

SMILES	GSK3B inh	AI-2 QS modul	HSF1 activator	GSK3 alpha inh	HSF1 inh	HSP90 inh	Dyrk1A ADPGlo	PolyA inh	Platelet DG rel	HDAC3 inh
COc1ccc(NC2=C3CC(C)CC=C3N(c3ccc(OC)cc3)C2=O)cc1 (centres undefined)	5	14	21	0	12	0	-2	i	2	7
COc1ccccc1/C=C1\SC(=S)N(CCC(=O)NCCCn2ccnc2)C1=O	3	11	8	7	1	1	-2	i	11	3
CCCc1nnc(NC(=O)CCC(=O)N2CCN(c3nc(C)cc(C)n3)CC2)s1	2	19	0	0	-2	-2	·	i	-2	-12
O=C(NCC1CCCO1)c1ccc2c(c1)OCO2 (centres undefined)	2	35	-1	0	-2	-1	-1	i	1	-4
Cn1cnnc1Sc1nc([N+](=O)[O-])nn1C	-3	3	7	-1	1	3	-4	i	-3	-1
O=C1c2ccccc2NC(c2cn[nH]c2-c2ccccc2)N1O (centres undefined)	-29	-5	37	4	11	-1	5	i	3	3
CCOc1ccc(Nc2ncnc3ccc([N+](=O)[O-])cc23)cc1	·	·	-43	1	-40	3	5	i	-12	4
CNC(=O)NC(=O)COC(=O)c1ccccc1OCc1ccccc1	-2	-19	-29	0	-14	-1	·	i	0	1
CSCCC(NC(=O)c1ccccc1Cl)C(=O)N(C)Cc1cccs1 (centres undefined)	-4	-3	11	0	2	13	3	i	-7	7
COc1cc2ccccc2cc1C(=O)N1CCCC1	-1	-2	-13	-1	-4	4	-3	i	10	-1
COc1cc(OC)c(OC)cc1CN(C)CC1CCCN(CCc2ccccc2F)C1 (centres undefined)	1	5	-15	1	4	4	·	i	-1	2
CCCC(=O)Nc1cc(C)c(NC(=O)c2ccncc2)cn1	-1	-1	-15	-30	-6	-3	1	i	1	-4
COc1ccc(CNC(=O)c2csc(Cc3ccccc3)n2)cc1	-3	-4	18	-3	7	0	2	i	-3	3
Cn1c(=O)n(C)c2cc([N+](=O)[O-])c(N3CCN(CCO)CC3)cc21	1	19	5	0	-1	1	16	i	0	3
O=C(c1cc(-c2ccc(Cl)cc2)nc2ccccc12)N1CCC1	-2	3	-2	-2	3	·	-4	·	10	2
CCOc1cc(/C=N\NC(=O)Cn2nc([N+](=O)[O-])cc2C)ccc1OCc1cccc2ccccc12	2	31	13	-2	9	7	2	i	-8	0
CCNc1nc(NCC)n2c(SCC(=O)Nc3ccccc3[N+](=O)[O-])nnc2n1	2	15	-2	0	6	-7	-1	i	-20	4
Oc1ccc(-c2csc(Nc3ncccn3)n2)cc1	0	70	60*	2	44	4	2	i	11	-7
CC(NC(=O)c1ccc(Br)o1)c1ccccc1 (centres undefined)	1	10	1	-3	-4	0	0	i	-3	1
CCOC(=O)C1CCCN(C(=O)Cc2c(C(=O)O)[nH]c3ccccc23)C1 (centres undefined)	-1	4	0	-1	-5	0	3	i	-1	-1
[O-][n+]1c(/C=C/c2ccccc2)ccc2ccccc21	-1	-13	41	1	22	-2	-1	i	27	10
Cc1cc(OCc2nnc(SC(C)C(=O)O)n2Cc2ccccc2)ccc1Cl (centres undefined)	4	12	-3	·	-1	-2	1	i	0	·
COc1ccc(C(=O)N=C2SC3CS(=O)(=O)CC3N2Cc2ccc(OC)c(OC)c2)cc1 (centres undefined)	0	18	-11	-1	2	-2	-7	i	33	1
Cn1c(SCC(=O)Nc2ccc(N3CCOCC3)c(Cl)c2)nnc1-c1ccccc1	2	23	19	-3	1	2	·	i	0	-2
Clc1ccc(-c2noc(CSc3nnc(Cc4cccs4)n3-c3ccccc3)n2)cc1	3	6	24	0	0	8	11	i	23	2
CSc1ccc(C2NN=C(c3ccccc3)S2)cc1 (centres undefined)	-18	32	-27	2	-28	·	1	i	21	-3
Cc1cc(C)c(C#N)c(Nc2ccccc2)n1	1	14	2	-2	-4	7	3	·	-7	-6
Cc1ccc(NC(=O)Nc2cc(S(C)(=O)=O)ccc2Cl)cc1	1	0	17	0	5	1	-2	i	-5	·
CCC(=O)NC(=S)Nc1ccccc1C(=O)OC	-2	16	46	-1	7	1	3	i	1	-5
O=C1/C(=C/c2ccccn2)SC(=S)N1CCc1ccccc1	0	4	37	-1	6	-4	1	i	-9	1
O=C(CCS(=O)(=O)c1ccc(Br)cc1)NCCc1ccccc1	-1	14	-19	-3	1	2	·	i	·	0
NC(=O)c1c(NC(=O)c2cccnc2)sc2c1CCCC2	3	12	6	1	9	7	-1	i	-1	1
CCC(C)NC(=O)c1cc(-c2ccc(OC)cc2)on1 (centres undefined)	0	18	20	·	15	1	1	i	1	·
Cc1cc(C)n(-c2ccccc2[N+](=O)[O-])n1	3	12	1	1	2	-3	-1	i	0	-1
CCOc1ccc(C(=O)NCCC(=O)NCCCC(=O)O)cc1	3	23	-1	5	-1	5	-5	i	-20	-1
CN(C)C(=O)CCC(=O)N1CCCCC1C(=O)Nc1ccc(Oc2ccccc2F)cc1 (centres undefined)	2	16	-8	0	-3	1	8	i	2	1
COc1ccc(C2SCCN2C(=S)Nc2cccc(C(F)(F)F)c2)cc1 (centres undefined)	0	28	7	-1	11	0	1	i	2	3
Cc1ccccc1N(CC(=O)N/N=C/c1cc(Br)c(C)o1)S(C)(=O)=O	-26	26	29	2	14	2	7	i	-16	1
N#C/C(=C\C=C\c1ccccc1)C(=O)Nc1ccccc1	3	30	27	-1	16	1	6	i	1	-1
O=C(NC(=S)Nc1cccc(C(F)(F)F)c1)c1csnn1	4	8	13	3	0	2	-3	i	1	7
C=CCNc1nc(Cl)nc(Nc2ccccc2)n1	2	37	12	0	7	3	-6	i	-4	-10
CC(=O)n1nc(-c2ccc(C)cc2)nc1NCc1ccco1	1	29	29	·	11	3	-6	i	4	·
COc1ccc(Br)cc1/C=C/C(=O)NC(=S)Nc1ccc(Cl)c(C(=O)O)c1	2	-2	21	2	-1	2	-4	i	7	3
CCCOc1ccc(CSc2nnc(CCC)n2N)cc1	-2	-9	12	-2	10	2	1	i	-2	5
COC(=O)c1ccc(CNC(=O)Cn2nnnc2CN(C)C(C)C)cc1	-1	8	12	-4	4	0	4	i	0	17
Cc1nnc(NC(=O)CC(C)c2ccccc2)s1 (centres undefined)	-3	7	0	-4	-8	-2	-3	i	-4	2
CC(C)CCNC(=O)CN(Cc1ccc(F)cc1)C(=O)CCC(=O)Nc1ccccn1	-9	5	28	3	6	3	-10	i	-3	-1
O=C(Cc1cc(=O)[nH]c(=O)[nH]1)NCCN1CCOCC1	2	16	-8	3	-3	1	2	i	4	0
Cc1cc(C)nc(NC(=O)C(C)C)n1	-4	2	-1	·	-4	-2	1	i	4	-8
Clc1ccccc1-c1ncc(-c2ccccc2)o1	2	1	?	2	40	-6	6	i	-7	-12
CCSc1ncc(Cl)c(C(=O)Nc2ccc(S(=O)(=O)Nc3onc(C)c3C)cc2)n1	0	13	3	-2	-5	0	15	i	-10	14
O=C(Nc1ccc(F)cc1F)C1CCCN1S(=O)(=O)c1ccc(-c2ccc(=O)[nH]n2)s1 (centres undefined)	-4	22	-12	-2	-4	1	·	i	4	9
COCCNC(=O)CCc1c(C)nc2c(c(C)nn2-c2ccc(C)c(C)c2)c1C	1	26	30	-1	0	3	-1	i	-3	-1
COc1ccc(CNC(=O)CCn2c(=O)oc3ccccc32)c(OC)c1	3	16	-61	-3	-49	0	0	i	0	0
Cc1ccccc1NC(=O)CSc1nc(Nc2ccccc2)nc(N2CCOCC2)n1	-3	16	74*	2	33	-3	-2	i	1	9
CCOc1nc2ccccc2nc1NS(=O)(=O)c1ccccc1	-2	23	-11	0	0	-1	-1	i	-1	-3
CCCCNC(=O)CSc1nnc(Cc2ccccc2)n1CC	1	24	5	-2	0	0	3	i	5	0
CN(C)S(=O)(=O)c1ccc(C(=O)Nc2ccccc2OC(F)(F)C(F)F)cc1	2	27	·	4	·	9	7	i	-1	2
CC(=O)c1cccc(NC(=O)COC(=O)COc2c(Cl)cc(Cl)c3ccc(C)nc23)c1	0	8	-8	-9	-3	2	-1	i	-5	2
Cc1c(NC(=S)NC(=O)c2ccccc2Cl)c(=O)n(-c2ccccc2)n1C	3	13	-15	0	-2	0	-3	i	4	-1

The results go on:
SMILES	GSK3B inh	AI-2 QS modul	HSF1 activator	GSK3 alpha inh	HSF1 inh	HSP90 inh	Dyrk1A ADPGlo	PolyA inh	Platelet DG rel	HDAC3 inh
COC(=O)c1ccc(COc2cccc3c2OC(C)(C)C3)cc1	1	15	6	1	2	3	·	i	9	9
CN(C)S(=O)(=O)Oc1cccc(C(=O)Nc2ccc([N+](=O)[O-])cc2)c1	1	22	36	-1	24	-2	1	i	3	1
Cn1c(=O)c2c(nc(CN3CCN(C(=O)c4ccco4)CC3)n2CC(N)=O)n(C)c1=O	0	-3	-4	-2	4	4	·	i	1	7
O=C(CS(=O)(=O)c1ccccc1)N1CCCCC1	4	12	3	3	1	-4	1	·	-5	8
CC1(C)CC(=O)C(C=N)=C(O)C1	-2	24	-8	1	-7	4	1	i	2	-2
CCCCCn1c(=O)[nH]c2cc(C(=O)NCCCN3CCCCC3)ccc2c1=O	1	13	3	1	-6	7	4	i	-1	-6
COc1cc(OC)c(OC)cc1CN1CCN(c2ccc(F)cc2)CC1	-2	-1	20	-1	-8	11	-6	i	4	2
COc1ccc(C(=O)Nc2ccc(Cl)cc2C(=O)N2CCCC(C)C2)cc1 (centres undefined)	0	13	-6	14	-3	1	3	i	3	-2
CCOc1ccc(-c2nnc3ccc(SCC(=O)Nc4nc5ccc(C)cc5s4)nn23)cc1	2	3	14	6	-2	-1	-2	i	-5	-6
CC(=O)N1CCN(Cc2nc3cc(NC(=O)COc4cccc(C)c4)ccc3n2C)CC1	0	-1	-21	0	-1	1	-4	i	7	3
COc1ccc(NC(=O)CN2CCN(C3c4ccccc4-c4ccccc43)CC2)cc1	-3	-4	9	·	8	3	7	i	1	-5
Cc1ccsc1/C=N/n1c(-c2ccco2)n[nH]c1=S	-1	15	-12	6	1	1	11	i	5	8
Cc1onc(-c2c(F)cccc2Cl)c1C(=O)OCC(=O)Nc1c(C)n(C)n(-c2ccccc2)c1=O	2	0	16	-2	0	2	2	i	-12	3

An excerpt from above in order of their number in HSP90 inh, descending:
| mol | HSP90 inh |
| --- | --- |
| COc1cc(OC)c(OC)cc1CN1CCN(c2ccc(F)cc2)CC1 | 11 |
| Cn1c(=O)c2c(nc(CN3CCN(C(=O)c4ccco4)CC3)n2CC(N)=O)n(C)c1=O | 4 |
| COc1ccc(NC(=O)CN2CCN(C3c4ccccc4-c4ccccc43)CC2)cc1 | 3 |
| COc1ccc(C(=O)Nc2ccc(Cl)cc2C(=O)N2CCCC(C)C2)cc1 (centres undefined) | 1 |

A portion of the library; count on the stated rates, not on these rows.
